Source: PubChem BioAssay
RSV CPE inhibition = inhibition of RSV-induced cytopathic effect – HEp-2 cells, primary 10 µM value included (AID 2391); HEp-2 cells, RSV-induced CPE inhibition; higher % means a stronger effect; CPE inhibition, % at 10 µM, or IC50 in µM where a hit was titrated; hit rate 0.13% among 310,000; in the data active means a potency from the dose series; inconclusive means CPE inhibition mostly from about 23% at the one dose, without a potency; inactive means the rest, 99 in 100 with CPE inhibition below about 21%; further: strong numbers were not always called active
T cell modulator = modulates CD8 T cell binding to vesicles; 2C CD8+ T cell-vesicle binding, flow cytometry; hits give low values; calls only at 7 µM; hit rate 0.068% among 330,000; AID 2052;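 active means response, share of CD8 T cells binding vesicles, and their 90th percentile fluorescence all below set limits, cut at about 80% in these data, passing the limit was not always enough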
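incubation = binding step 1.5 h, 37 °C, antibody labelling 20 min, ice | test system = 2C mouse CD8+ T cells | read-out basis = percent CD8+ FL2 mean versus row control | controls = Peptide-free naked vesicles (low) and QL9 vesicles with 0.7% DMSO vehicle (high) | detection = flow cytometry of vesicle-bound cells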
West Nile virus CPE = West Nile virus antiviral activity, cell-based, CPE readout (AID 1621). West Nile virus-infected cells, CPE inhibition; higher % means a stronger effect. CPE inhibition, % at 10 µM, or IC50 in µM where a hit was titrated. hit rate 0.02% among 290,000; in the data active means a potency from the dose series; inconclusive means CPE inhibition mostly from about 3.7% at the one dose, without a potency; inactive means the rest, 99 in 100 with CPE inhibition below about 2.2%; further: strong numbers were not always called active
SV40 large T antigen = SV40 large T antigen inhibitors, biochemical (AID 1903); hit rate 0.39% among 310,000; SV40 large T antigen ATPase/helicase inhibition assay; higher % means a stronger effect; one-dose inhibition, % at 20 µM; IC50 in µM for titrated hits; in the data active means a potency from the dose series; inconclusive means inhibition mostly from about 32% at the one dose, without a potency; inactive means the rest, 99 in 100 with inhibition below about 32%; further: strong numbers were not always called active
PhoP inhibition = inhibitors of PhoP regulon expression, primary screen, Salmonella Typhimurium, GFP reporter (AID 1863) | S. Typhimurium PhoP-regulated promoter GFP reporter, 4 h; higher % means a stronger effect | inhibition, % at 50 µM; hits with a dose series show IC50 in µM | hit rate 0.16% among 300,000;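 active means inhibition over 29.93%, a cutoff 3 SD above the screen mean, later confirmed by dose response; inconclusive means inhibition over 29.93% but no dose response follow-up; inactive means inhibition at most 29.93% or unconfirmed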;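 further: 0% = low Mg2+ inducing control and 100% = high Mg2+ repressing control; strong numbers were not always called active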
MgcRacGAP inhibition = MgcRacGAP GTPase-activating activity inhibitors, confirmation, biochemical, ADP Hunter fluorescence; inhibition, % at 30 µM; hits with a dose series show IC50 in µM; MgcRacGAP-stimulated Rac1 GTP hydrolysis, ADP Hunter fluorescence; higher % means a stronger effect; GST-tagged Rac1 F28L mutant substrate; AID 624330; hit rate 0.6% among 340,000;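 active means first-screen hits whose inhibition reached a set limit at any dose in the follow-up dose series; inconclusive means inhibition above the set first-screen limit but never retested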;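 further: fluorescence reports GDP produced by GAP-driven GTP hydrolysis; strong numbers were not always called active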
Myeloid diff 2 = promotes myeloid progenitor differentiation. ER-HoxA9 myeloid progenitors, lysozyme-GFP differentiation, flow cytometry. calls only at 10 µM. hit rate 1% among 360,000. AID 624256;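 active means normalized GFP-positive differentiation at or above the plate's own cutoff, the solvent-only control mean plus 3 SD; inconclusive means no clear call, values can overlap the other calls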;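 further: cells exposed to compound for four days before flow analysis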
b-catenin transl = alters nuclear translocation of beta-catenin in HeLa cells | hit rate 0.3% among 190,000 | immunofluorescence imaging | nuclear translocation activity, % at 5 µM | AID 1665;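 active means nuclear translocation activity above 50% at 5 µM, with a well cell count of 50 or more; inconclusive means wells under 50 cells across six images, flagged as toxic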;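 further: per-cell ratio of nuclear to cytoplasmic median beta-catenin stain intensity; plate controls were DMSO negative control for no effect and GSK-3 inhibitor IX positive control for full effect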
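System: Human HeLa cells, endogenous beta-catenin | Compound dosing: 5 µM primary, 0.02–20 µM confirmation | Timing: 24 h compound exposure at 37°C, 5% CO2 | Measured by: Fluorescence imaging of beta-catenin antibody stain plus DAPI | Read-out basis: % activation of per-cell nuclear versus cytoplasmic median beta-catenin signal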
WT yeast gro inh = growth inhibition of WT yeast, mitochondrial fusion screen; inhibition, % at 10 µM; hit rate 2.1% among 190,000; AID 1362; mitochondrial fusion phenotypic screen, WT strain; in the data active means inhibition above about 58%; tested in S. cerevisiae
WT yeast gro inh mutant strain = recorded beside WT yeast gro inh, whose call it bears; inhibition, %; mitochondrial fusion phenotypic screen, mutant strain inhibition
b-catenin transl cell count 5 µM = also measured in b-catenin transl; calls as there; cell count; measured here: cell count, cytotoxicity flag
T cell modulator vesicle-bound % = further read-out of T cell modulator, marked with its call; double positive events, %; measured here: CD8+ vesicle-bound cell fraction;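 binding gate set so that unloaded-vesicle control wells show 10% double positive cells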
Myeloid diff 2 GFP+ MAC1+ % = further read-out of Myeloid diff 2, marked with its call; GFP+ MAC1+ double positive, %; measured here: differentiation confirmed by MAC1 staining
Active calls of the source: *; i = inactive; u = inconclusive; x = no result given.

Structure,RSV CPE inhibition,T cell modulator,T cell modulator vesicle-bound %,West Nile virus CPE,SV40 large T antigen,PhoP inhibition,MgcRacGAP inhibition,Myeloid diff 2,Myeloid diff 2 GFP+ MAC1+ %,b-catenin transl,b-catenin transl cell count 5 µM,WT yeast gro inh,WT yeast gro inh mutant strain
Cc1ccc(S(=O)(=O)N2CCCCC2)cc1NC(=O)Cn1ccc(C(F)(F)F)n1,3.1%,i,46,-1.0%,11%,1%,9%,i,0.1,-0.9,1112,0,-5
O=C(CC1S/C(=N/N=C/c2c[nH]c3ccccc23)NC1=O)Nc1ccccc1 (stereo unspecified),4.2%,i,52,0.3%,7%,u,10%,i,0.8,2.4,494,3,-17
Cc1nnc(N/N=C/c2cc(C)n(-c3ccc(F)cc3)c2C)n1N,0.8%,i,60,0.3%,18%,-11%,-2%,i,0.4,-0.6,922,-2,-10
CN(C(=O)COC(=O)C1c2ccccc2Oc2ccccc21)C1CCS(=O)(=O)C1 (stereo unspecified),0.4%,i,33,0.2%,7%,8%,9%,i,0.2,-3.5,1082,-9,-2
CCOc1ccccc1NC(=O)CSc1nc2ccccc2nc1N1CCCC1,9.7%,i,41,-0.9%,6%,x,8%,i,3.9,x,x,x,x
O=C(COC(=O)c1ccc2c(c1)OCCO2)NCCC1=CCCCC1,0.7%,i,45,0.1%,14%,0%,8%,i,1.2,-0.1,887,9,12
CC(=O)n1nc(-c2ccccc2)nc1NCc1ccc(N(C)C)cc1,-0.5%,i,24,0.1%,3%,6%,7%,i,0.5,1.6,1537,17,4
CCn1c(O)c(C=NC2CCCC2)sc1=S,1.6%,i,38,-0.9%,4%,1%,8%,i,1.6,x,x,2,-1
Cc1ccc(C)c(-n2ccnc2SCC(=O)Nc2cccc(S(=O)(=O)NC3=NCCC3)c2)c1,0.9%,i,44,x,x,x,1%,i,0.9,x,x,x,x
CN=C(Nc1ccc(Cl)cc1)c1cccc(C(F)(F)F)c1,1.9%,i,20,-1.8%,23%,6%,1%,i,4.9,x,x,20,26
COC(=O)C1C(c2ccc(OC)cc2)C(C(=O)OC)S(=O)(=O)C(CCN2CCCCC2)S1(=O)=O (stereo unspecified),-0.1%,i,36,0.0%,2%,4%,-11%,i,0.5,0.6,1097,-2,-3
CN1CCN2c3ncccc3Cc3ccccc3[C@@H]2C1,-2.1%,i,16,-0.2%,22%,14%,3%,i,2.9,x,x,x,x
O=C(CCNC(=O)c1ccco1)NCCN1C(=O)S/C(=C\c2ccc(F)cc2)C1=O,2.1%,i,35,x,x,x,1%,i,1.0,x,x,x,x
CCOc1ccc(OCC)c(-c2c(=O)n(OCc3ccccc3C(=O)OC)c3ccccc3[n+]2[O-])c1,x,i,23,0.5%,15%,-27%,8%,i,4.1,0.1,1353,26,29
CCOC(=O)c1c(N)nn(C(=O)C(C)(C)C)c1-c1ccccc1,0.3%,i,35,-0.1%,8%,-2%,1%,i,0.8,x,x,9,-8
CCn1c(SCc2ccc(Cl)cc2)nc2nc3c(cc2c1=O)CCCC3,9.8%,i,54,-1.2%,-4%,7%,-8%,i,1.6,0.4,903,51,8
O=C(CCNC(=O)C1CCN(S(=O)(=O)c2ccc(F)cc2)CC1)NCc1ccncc1,1.6%,i,22,0.0%,12%,-2%,12%,i,0.6,x,x,x,x
Cc1cc(C(=O)Nc2ccc3ccccc3c2)oc1C,u,i,25,-0.8%,-2%,4%,1%,i,7.5,x,x,x,x
O=C(NCc1cc(C(F)(F)F)cc(C(F)(F)F)c1)C1CC(c2ccccc2F)=NO1 (stereo unspecified),0.8%,x,x,-0.4%,2%,x,10%,i,2.2,x,x,x,x
O=C(Nc1ccccc1N1CCCC1)c1cccc(S(=O)(=O)N2CCOCC2)c1,0.8%,i,28,x,12%,-2%,6%,i,0.5,x,x,x,x
CSCCC(NC(=O)COc1ccccc1)C(=O)OC(C)C(=O)Nc1ccccc1C (stereo unspecified),-2.0%,i,59,x,10%,-9%,4%,i,0.6,x,x,x,x
COC(=O)c1nn(-c2ccc(Oc3ccccc3)cc2)c(=O)cc1O,0.8%,i,64,0.4%,7%,6%,7%,i,0.6,-0.6,1146,-3,9
NC(=O)COC(=O)c1cccc2c1-c1ccccc1C2=O,0.5%,i,48,0.1%,6%,-4%,6%,i,0.4,-1.5,1066,14,11
Cc1cc(F)ccc1N1CCC(N2CCN(C)C(CCO)C2)CC1 (stereo unspecified),-1.6%,i,9,-0.7%,6%,-8%,11%,i,0.4,x,x,x,x
CCOCCCNS(=O)(=O)c1ccc(NC(=O)N2c3ccccc3Sc3ccccc32)cc1,u,i,42,-0.8%,26%,1%,20%,i,6.3,1.2,1305,29,30
O=C(c1cccs1)N1CCN(Cc2ccccc2[N+](=O)[O-])CC1,3.4%,i,22,-1.3%,4%,0%,19%,u,x,-6.6,520,-5,-16
O=C(CCc1[nH]c2ccccc2c1Sc1ccccc1)N(CCO)CCO,3.5%,i,55,-0.4%,14%,4%,7%,i,0.6,-0.1,1136,-15,-12
COc1ccccc1NC(=O)/C=C1\NC(=O)CS1,1.4%,i,24,-0.2%,10%,5%,4%,i,0.5,-1.7,1095,-2,13
CCOC(=O)N1CCC(NC(=O)c2ccc3c(c2)N=C(CC)c2ccccc2S3)CC1,5.8%,i,16,0.1%,11%,-3%,5%,i,5.1,x,x,x,x
C=CCn1c(NCc2c[nH]c3ccccc23)nc2ccccc21,8.3%,i,16,0.2%,0%,5%,13%,i,0.5,0.1,1018,13,9

Two entries picked at random from the list so far, as already listed:
Structure,RSV CPE inhibition,T cell modulator,T cell modulator vesicle-bound %,West Nile virus CPE,SV40 large T antigen,PhoP inhibition,MgcRacGAP inhibition,Myeloid diff 2,Myeloid diff 2 GFP+ MAC1+ %,b-catenin transl,b-catenin transl cell count 5 µM,WT yeast gro inh,WT yeast gro inh mutant strain
CCOC(=O)c1c(N)nn(C(=O)C(C)(C)C)c1-c1ccccc1,0.3%,i,35,-0.1%,8%,-2%,1%,i,0.8,x,x,9,-8
Cc1ccc(C)c(-n2ccnc2SCC(=O)Nc2cccc(S(=O)(=O)NC3=NCCC3)c2)c1,0.9%,i,44,x,x,x,1%,i,0.9,x,x,x,x

Other records:
Structure,RSV CPE inhibition,T cell modulator,T cell modulator vesicle-bound %,West Nile virus CPE,SV40 large T antigen,PhoP inhibition,MgcRacGAP inhibition,Myeloid diff 2,Myeloid diff 2 GFP+ MAC1+ %,b-catenin transl,b-catenin transl cell count 5 µM,WT yeast gro inh,WT yeast gro inh mutant strain
O=[N+]([O-])c1cc([N+](=O)[O-])c2cccnc2c1O,-0.3%,i,12,-0.2%,0%,-1%,x,x,x,-2.7,1096,x,x
O=S(=O)(c1cccc(Cl)c1Cl)N1CCN(C(=S)NCCCN2CCOCC2)CC1,8.1%,i,33,-0.9%,8%,-11%,18%,i,0.4,-2.3,1120,-7,-2
COc1cccc(C2C(C(=O)Nc3ccc(C)cc3C)=C(C)Nc3ncnn32)c1OC (stereo unspecified),5.0%,i,41,0.0%,2%,-6%,1%,i,0.9,-0.8,1392,-3,12
CC(Sc1cccc[n+]1[O-])C(=O)Nc1ccc(Oc2ccccc2)cc1 (stereo unspecified),0.7%,i,12,-0.1%,-2%,-4%,6%,i,0.5,-4.0,1110,10,2
O=C(CSc1nnc2c(n1)[nH]c1ccccc12)OCc1ccccc1,3.2%,i,32,0.0%,20%,-4%,8%,i,0.9,5.5,480,2,4
O=C(NCCCN1CCOCC1)c1ccccc1NS(=O)(=O)c1cc([N+](=O)[O-])ccc1Cl,1.1%,i,60,-0.2%,19%,11%,5%,i,0.1,-1.9,1094,12,17
C=C(c1cccc2ccccc12)P(=O)(O)O,2.0%,i,13,0.3%,8%,-2%,2%,i,0.8,-0.2,1074,-15,-4
O=C1CN(C(=O)CSc2nc(-c3ccc(Cl)cc3)cs2)c2ccccc2N1,5.5%,i,25,-1.5%,2%,-3%,1%,i,0.7,-0.3,576,20,0
Cc1cc(NC(=O)CSc2nnc3ccccn23)no1,4.4%,i,11,1.6%,7%,7%,0%,i,0.4,-0.1,1046,-8,3
Cc1ccc(S(=O)(=O)Nc2nccs2)cc1[N+](=O)[O-],2.1%,i,36,0.9%,13%,-7%,x,i,0.1,-1.6,1032,-5,3
CCOC(=O)C(=Cc1ccccc1OC)C(=O)OCC,-0.3%,i,53,0.0%,-1%,-1%,2%,i,1.3,4.8,970,-40,-9
Cc1nnsc1S(=O)c1ccc(Br)cc1 (stereo unspecified),7.8%,i,41,1.7%,-3%,-10%,31%,u,x,x,x,x,x
CCOC(=O)c1cc(S(=O)(=O)NCc2ccc3c(c2)OCO3)cn1C,4.3%,i,30,-0.5%,7%,10%,-12%,i,0.6,x,x,x,x
COc1cc(NC(=O)c2ccccc2)c(OC)cc1NC(=O)CN1CCCCC1,0.8%,i,39,-0.6%,9%,-3%,7%,i,1.0,8.1,536,-1,3
CCCCNC(=S)NNC(=O)c1ccc(Br)o1,1.0%,i,28,1.4%,10%,-13%,18%,i,0.1,x,x,0,-3
CC(C)N(CCc1ccncc1)C(=S)Nc1cccc(Cl)c1,0.5%,i,50,-0.1%,u,-1%,10%,i,0.5,-0.3,1154,9,15
